NCI-60 one-dose screen, 48 h, at 10 µM unless noted. Numbers give growth in % (100 = growth as untreated, 0 = no growth, -100 = all killed).
HL-60(TB): HL-60(TB) leukemia cells; 9% of 78,000 active; active = growth percent below 10
Starred values were filed as active, the others as inactive; & = joins results of further samples.

SMILES,HL-60(TB)
CC(=O)NS(=O)(=O)c1ccc2sc(C)nc2c1,87
COc1cc(-c2nc(SCCC(C)C)nc(Nc3ccc(C)cc3)c2C#N)cc(OC)c1OC,98
O=C(/C=C/c1ccc(-c2ccccc2)cc1)c1nc2ccccc2n1Cc1ccccc1,67
Cc1[nH]c2ccccc2c(=O)c1-c1ccccc1,96
O=C(Nc1ccccc1Cl)Oc1c(Cl)c(Cl)c(Cl)c(Cl)c1Cl,103&98
Oc1[nH]c2ccc(Cl)cc2c1/C=c1/ccc2c(c1)N=C(c1ccc(C(F)(F)F)cc1)N=2,75
CSc1nc2nc[nH]c2c(=O)[nH]1,107
CC(=O)O[C@H]1C[C@@]2(C)[C@@H](C[C@@H](O)[C@H]3[C@@]4(C)CCC(=O)[C@@H](C)[C@@H]4CC[C@@]32C)/C1=C(\CCC(Br)C(C)(C)[n+]1ccccc1)C(=O)O (stereo partly drawn),104
O=C(/C=C(/C=C/c1ccc(SC(F)(F)F)cc1)OB(F)F)/C=C/c1ccc(SC(F)(F)F)cc1,95
N#CN1c2ccccc2C=CC1O (stereo not drawn),85
CN1CCN(CCNC(=O)Nc2ncccc2OCc2ccccc2)CC1,116
CC1=C(C)C(=O)C(N2CCN(c3cccc(C)c3)CC2)=CC1=O,92
O=C1Nc2ccc(F)cc2/C1=C/c1ccc(OCc2ccccc2)cc1,92
CCOCCOC(=O)c1ccccc1OCc1ccccc1,101
Fc1ccc2[nH]c3c(NCCCN4CCOCC4)ncnc3c2c1,109
CCCNCCOC(=O)c1ccc(OCCC)c(N)c1,68
O=C1CCC23OC(c4ccccc4)(C(=O)c4ccccc4N12)C1SSCC(=O)N13 (stereo not drawn),99
CNC(=O)O/N=C(/C)c1cccc([N+](=O)[O-])c1,112
CCCCCN1C=C/C(=C\C(=O)N(C)c2ccccc2)c2ccccc21,94
O=C(O)[C@H](Cc1ccccc1)N1C(=O)c2ccccc2C1=O,74
COc1ccc(-c2coc3c4c(ccc3c2=O)OCN(C(C)C)C4)cc1OC,103
C=CCOC1=C(c2ccccc2)C(c2ccc(OC)cc2)N(Cc2ccc(OC)cc2OC)C1=O (stereo not drawn),86
CCOC(=O)c1csc(NC(=O)COc2ccc(/C=C3\Oc4cc(OC)ccc4C3=O)cc2)n1,38
COC(=O)N1CCN(CCNCc2ccc(NC(=O)c3ccc(C)c(C#Cc4cnc5cccnn45)c3)cc2C(F)(F)F)CC1,-12*
C/C(=N\NC(=O)c1sc(=S)n(C)c1N)c1cccs1,89
O=C1Nc2c(Br)cc(Br)cc2C12NCCc1cc(O)ccc12 (stereo not drawn),97
Cc1cc(C)c2c(-c3nnc(N)o3)cc(=O)oc2c1,97
O=C1/C(=C/c2ccc([N+](=O)[O-])cc2)COc2ccc(O)c(O)c21,-15*
O=S(=O)(Nc1ccc2[nH]ccc2c1)c1ccc(Cl)c(Cl)c1,94
COc1ccc(C2N=C(SCC(=O)Nc3ccc(S(=O)(=O)Nc4cc(C)on4)cc3)NC(C)=C2C(C)=O)cc1 (stereo not drawn),96

Another view of 2 compounds above:
mol: CC1=C(C)C(=O)C(N2CCN(c3cccc(C)c3)CC2)=CC1=O
  HL-60(TB) = 92
mol: CSc1nc2nc[nH]c2c(=O)[nH]1
  HL-60(TB) = 107

A different layout for four compounds above.
SMILES: CCCCCN1C=C/C(=C\C(=O)N(C)c2ccccc2)c2ccccc21
  HL-60(TB) = 94

SMILES: COc1ccc(-c2coc3c4c(ccc3c2=O)OCN(C(C)C)C4)cc1OC
  HL-60(TB) = 103

SMILES: N#CN1c2ccccc2C=CC1O (stereo not drawn)
  HL-60(TB) = 85

SMILES: CC1=C(C)C(=O)C(N2CCN(c3cccc(C)c3)CC2)=CC1=O
  HL-60(TB) = 92

Later entries
SMILES,HL-60(TB)
N#C/C(=C1C=C/C(=N/O)C(Cl)=C/1)c1ccc(Cl)cc1,61
COc1ccc2cc(C(C)C(=O)Nc3ccc(S(=O)(=O)Nc4nccs4)cc3)ccc2c1 (stereo not drawn),112
Fc1ccc(CNc2c3ccccc3nc3ccccc23)cc1,21
CS(=O)(=O)c1ccc(-c2nn(-c3ccc(F)cc3)cc2/C=N/NC(=O)c2nc(N)n[nH]2)cc1,98
CC(=O)N1N=C(c2ccc(C)cc2)CC1c1sc(N2CCOCC2)nc1Cl (stereo not drawn),95
C[C@]12CC[C@H]3[C@@H](CC[C@]45CC(=O)C=C[C@]34C5)[C@@H]1CCC2=O,97
COc1ccc(-c2cc(NC(=O)Nc3ccc(Cl)cc3)no2)cc1,94
Cc1cc(N)cc(C)n1,101
NC(=O)c1ccc(=O)n(C2OC(CO)C(O)C2O)c1 (stereo not drawn),99
C=C(C)[C@@H]1CC=C2c3sc(N)nc3C[C@@H](C)[C@]2(C)C1,100
Cc1ccc(C2=C/C(=C\c3ccc(F)cc3)C(=O)N2CCc2ccc(S(N)(=O)=O)cc2)cc1,83
O=C(/C=C/Nc1ccc(F)cc1)c1ccc2c(c1)Nc1ccccc1S2,92
CC1Cc2ccc(OCCN(C)C)cc2C1=O (stereo not drawn),111
O=C1c2sccc2-c2cccc3cccc1c23,92
NS(=O)(=O)c1ccc(CCN2C(=O)c3nccnc3C2=O)cc1,90
CCOC(=O)C1(NC(=O)C2(NC(=O)CN3C(=O)c4ccccc4C3=O)CCCC2)CCCC1,97
COc1cc(C(=O)Nc2ccc(S(=O)(=O)c3ccc(NC(=O)c4cc(OC)c(OCc5ccccc5)cc4N)cc3)cc2)c(N)cc1OCc1ccccc1,107
Cl[C@@H]1CCO[C@H](c2cc3ccccc3c3ccccc23)C1,93
O=C(O)CN1CCCCC1,122
O=S1(=O)CCN(C2CCCCCC2)CC1,115
O=c1c(-c2nc3ccccc3[nH]2)cc2ccccc2n1Cc1cn(Cc2ccc(N3CCOCC3)cc2)nn1,104
Cc1ccc(-c2c(Nn3cnnn3)no[n+]2[O-])cc1,90
COc1ccc(-c2nc3sccn3c2/C=C/C(=O)c2cc(OC)c(OC)c(OC)c2)cc1OC,6.1*
N=Nc1nc(-n2c(O)ccc2O)n[nH]1,105
CC1(C)CCC[C@]23C(=O)O[C@](O)(C(=O)C4=C[C@@](C)(/C=C/CCCc5ccc6ccc7cccc8ccc5c6c78)CC[C@@]42O)[C@@H]13,-18*
CCc1oc2ccccc2c1C(=O)c1ccc(O)cc1,102
CN(C)c1ccc(C2(c3ccc(N(C)C)cc3)OC(=O)c3ccccc32)cc1,101
N/C(=N\C(N)=N\c1nc2ccccc2s1)c1ccncc1Cl,6.9*
O=C(N/N=C\c1ccccc1C(=O)O)C(=O)N/N=C\c1ccccc1C(=O)O,62&106
COc1ccc(C(=O)COc2ccc(/C=C3\Cc4ccccc4C3=O)cc2)cc1,84

The list goes on:
SMILES,HL-60(TB)
O=C1C=CC(=O)C2=C1CCCC2,29
CCN1CC(=O)N(C)C1=S,92
C/C=C(\C)C(=O)N[C@H]1C(O)C[C@]2(C)C3CC[C@@]4(C)C(CC[C@@H]4C(C)N(C)C)C3CCC2C1O (stereo partly drawn),5.7*
NNc1nc2nc(-c3ccccc3)cn2[nH]1,102
O=C1CC(c2ccccc2)Oc2cc(O)cc(O)c21 (stereo not drawn),88
C=CCc1c2c(c(OC)c3ccoc13)C(=O)/C(=C/c1ccccc1OC)O2,69
NCCN1CCN(c2nccc(-c3ccc4ccccc4c3)n2)CC1,34
COc1ccc(/C(C)=N/NC(=O)CSc2nc3ccccc3c(=O)n2Cc2ccc(S(N)(=O)=O)cc2)c(OC)c1,102
CCCCN(C(C)=O)c1ccccc1,127
O=C1Nc2ccccc2C1(O)c1ccccc1 (stereo not drawn),105
COc1ccc(-c2nc(-c3ccccc3)c(-c3ccccc3)n2-c2ccc(S(=O)(=O)Nc3ncccn3)cc2)cc1,81
Cc1cccc(N=C2NC(=O)CS2)c1C,97
Cc1c(C(N)=O)sc2nc(SCc3nnc(-c4ccc(Cl)cc4)o3)n(Cc3ccccc3)c(=O)c12,116
Cc1nc(N)sc1Sc1nc2ccc(Cl)cc2c(=O)n1-c1ccc(Oc2ccccc2)cc1,59
Cc1nc([P+](c2ccccc2)(c2ccccc2)c2ccccc2)c(N2CCOCC2)o1,78
CC(C)(C)n1cc(-c2ccnc(NCCCNS(=O)(=O)c3ccc(Br)cc3)n2)c(-c2ccc(F)c(O)c2)n1,99
C#CC#CC#CC#CC#CC#CC#CC#CC[C@H]1OC[C@@H](COC(=O)O[C@@H](C(=O)O[C@H]2C[C@@]3(O)[C@@H](OC(=O)c4ccccc4)[C@@H]4[C@]5(OC(C)=O)CO[C@@H]5C[C@H](O)[C@@]4(C)C(=O)[C@H](OC(C)=O)C(=C2C)C3(C)C)[C@@H](NC(=O)c2ccccc2)c2ccccc2)O1,6.5*
CCOC(=O)C(=CC(C)C)C(=O)OCC,100
C#CC(=O)Nc1cccc2c1cc(C)n2-c1nc2c(c(NCc3ccccc3)n1)CCCC2,-40*
COc1ccccc1Cc1nc(-c2ccccc2)nn(C2OC(COC(C)=O)C(OC(C)=O)C(OC(C)=O)C2OC(C)=O)c1=S (stereo not drawn),99
C#C[C@]1(O)CC[C@H]2[C@@H]3CC=C4c5sc(C6CC6)nc5CC[C@]4(C)[C@H]3CC[C@@]21C,59
CC(=O)OC1CCC2(C)C(=CCC3C2CCC2(C)C3CC3OC4(CCC(C)CO4)C(C)C32)C1 (stereo not drawn),108
CC(=O)C1/C(=N/O)CON(Cc2ccccc2)C1c1ccccc1 (stereo not drawn),99
CCCCCCCN1C(=O)/C(=c2\sc3n(c2=O)C2C(NN=3)N(CC)C(=O)N2CC)c2ccccc21 (stereo not drawn),98
CCOC(=O)C1=C(Nc2cccc3c(NC4=C(C(=O)OCC)C(=O)CO4)cccc23)OCC1=O,114
Cc1ccc(NC(=O)Oc2ccc(C#N)cc2)cc1Cl,99
CC1=Nc2cnc(Nc3ccc(N4CCCCC4)cc3)nc2Nc2ccccc21,28
Oc1c(C(c2ccccc2)N2CCOCC2)ccc2ccccc12 (stereo not drawn),96
CCS(=O)(=O)Oc1ccc(-c2cn3ccsc3n2)cc1,106
CCOc1cc2c(Cl)ncnc2c(OCC)c1OCC,-16*

Additional results.
SMILES,HL-60(TB)
CC(=O)CCNC1CCCCC1,96
NS(=O)(=O)c1ccc(CCN2C(=O)c3ccc(C(=O)O)cc3C2=O)cc1,104
COC(=O)C(N)C(=O)OC,97
CCOC(=O)c1nnn(-c2ccc(Cl)cc2)c1C(F)(F)F,93
Nc1nc(SCc2ccccc2)sc1C(=O)N1CCCCC1,50
COc1ccc(-n2c(SCc3cc(OC)c(OC)c(OC)c3)nc3ccc(C)cc3c2=O)cc1,31
COc1ccc(C(c2cc(OC)c(OC)c(OC)c2)N2CCCC2)cc1 (stereo not drawn),36
CC(Br)C(N)=O (stereo not drawn),91
CSC1C2C(N)=NNC(c3ccccc3)=NC2=Nc2c(C#N)cnn21 (stereo not drawn),108
CN(C)CCN(Cc1ccccc1)c1nc2ccccc2o1,67
C=CCC1(CC)C(=O)NC(=S)NC1=O,75
OCc1cccnc1,117
CN(C)C(=S)SCN1C(=O)c2ccccc2C1=O,116
O=C(CNc1nc(-c2cccc([N+](=O)[O-])c2)cs1)Nc1ccc(Cl)cc1[N+](=O)[O-],99
O=C(O)C(C(=O)O)C1CCCC1,117
O=C(NNC(=O)N1c2ccccc2C=Cc2ccccc21)c1ccc([N+](=O)[O-])cc1,101
Oc1ccccc1/C=N\c1nccs1,86
CS(=O)(=O)Nc1cccc(-n2c(/C=C/c3ccccc3)nc3ccccc32)c1,71
COC(=O)C1C2c3ccccc3C(C1C(=O)OC)[n+]1ccccc12 (stereo not drawn),59
CC1(C)C(=O)/C(=C\c2ccncc2)C[C@]2(C)[C@H]3CC=C4[C@@H]5C[C@@](C)(C(=O)O)CC[C@]5(C)CC[C@@]4(C)[C@]3(C)CC[C@@H]12,98
O=C(NCCCCC(Cl)C(=O)O)c1ccccc1 (stereo not drawn),114&106
O=CNNC(=O)c1cnccn1,92
NP(N)(=O)NC(=O)c1ccc(F)cc1,114
COc1ccc(Br)c(C=O)c1,-16*
COc1ccc(-c2nc3ccc4[nH]ncc4c3c3c2CCCC3)cc1B(O)O,65
C=CCNC(=S)Nc1cccc(Cl)c1,85
CN(C(=O)c1cccc(C(F)(F)F)c1)c1sc2c(c1C#N)CCC(=O)C2,97
O=C(Cn1c(-c2ccc([N+](=O)[O-])cc2)nc2ccccc21)NNC(=O)c1cccnc1,66
O=c1ccc2ccc(OCCN3CCCCC3)cc2o1,-28*
O=C(CN1CCN(c2cc(=O)n(-c3ccccc3)c3ccccc23)CC1)Nc1nc(-c2ccc(Cl)cc2)cs1,26
Nc1ccc(S(=O)(=O)Nc2cc(I)cc(I)c2)cc1,-75*
COc1cc(/C=C/c2cc(/C=C/c3ccc(O)c(OC)c3)n(C(=O)Cc3ccccc3)n2)ccc1O,-9.9*
C[C@H]1C(=O)N(Cc2cccnc2)[C@@H](C)C(=O)N1Cc1cccnc1,88

As entered above:
HL-60(TB) with CCOCCOC(=O)c1ccccc1OCc1ccccc1 = 101
HL-60(TB) with COc1ccc(/C(C)=N/NC(=O)CSc2nc3ccccc3c(=O)n2Cc2ccc(S(N)(=O)=O)cc2)c(OC)c1 = 102
HL-60(TB) with O=C(/C=C(/C=C/c1ccc(SC(F)(F)F)cc1)OB(F)F)/C=C/c1ccc(SC(F)(F)F)cc1 = 95
HL-60(TB) with CC1=C(C)C(=O)C(N2CCN(c3cccc(C)c3)CC2)=CC1=O = 92

Assay outcomes deposited in PubChem BioAssay by NCI.

Not all compounds are listed; count on the stated rates, not on these rows.
